Assay outcomes from PubChem.
NR2E3 ag-1 = agonists of human nuclear receptor NR2E3. actives 0.12% (n = 320,000). GST-NR2E3/biotin-RetCOR TR-FRET, 1536-well. inhibition of corepressor binding, % at 4.78 µM. AID 2300. Q9Y5X4;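 active = percent inhibition above the cutoff of mean plus 3 SD of all tested compounds, set per screening campaign, cut at about 20% in these data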;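 note: 0% = DMSO wells and 100% = biotin wells as full block of FRET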
Target sequence (Q9Y5X4 whole entry, looked up): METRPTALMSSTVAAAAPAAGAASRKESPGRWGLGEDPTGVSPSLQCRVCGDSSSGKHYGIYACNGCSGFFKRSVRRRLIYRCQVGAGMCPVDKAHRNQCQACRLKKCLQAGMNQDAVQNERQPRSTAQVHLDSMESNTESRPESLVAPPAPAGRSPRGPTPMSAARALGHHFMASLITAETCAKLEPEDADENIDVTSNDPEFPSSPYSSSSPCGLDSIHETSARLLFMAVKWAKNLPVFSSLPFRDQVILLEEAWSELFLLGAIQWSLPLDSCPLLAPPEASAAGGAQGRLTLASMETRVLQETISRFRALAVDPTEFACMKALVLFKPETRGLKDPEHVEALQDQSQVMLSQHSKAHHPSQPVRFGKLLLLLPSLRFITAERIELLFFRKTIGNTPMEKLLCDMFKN
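Format: 1536-well format; test system: GST-NR2E3 and biotin-RetCOR proteins; read-out basis: percent inhibition of TR-FRET ratio; timing: 5 h incubation at 4 °C; detection: time-resolved FRET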
NR2E3 ag-2 = agonists of human NR2E3 nuclear receptor; CHO-S Gal4-NCOR/VP16-NR2E3 two-hybrid, luciferase; inhibition of corepressor binding, % at 3.98 µM; AID 602229; actives 0.35% (n = 360,000); Q9Y5X4;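 active = inhibition above the mean of all tested compounds plus 3 SD, cut at about 70% in these data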;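 note: 0% = DMSO with NR2E3 transfected cells and 100% = cells lacking NR2E3 construct; higher means lower luciferase signal from less NR2E3 corepressor binding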
iPSC survival up = enhancers of human iPSC single-cell survival. hiPSC single-cell survival, ATPlite luminescence; 100% = ROCK inhibitor wells, 0% = DMSO. actives 0.044% (n = 360,000). survival enhancement, % at 20 µM. AID 602274; in the data active = survival enhancement above about 18%;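 note: cells exposed to compounds for 16 hours before the ATP read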
Shn3 3UTR inh = reduces Shn3 3'UTR luciferase signal in osteoblasts. Clone20 osteoblast Shn3 3'UTR firefly luciferase, 24 h. inhibition, % at 12.5 µM. actives 0.52% (n = 360,000). AID 588674;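 active = mean inhibition of at least 75% with every replicate also reaching 75%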;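 note: 0% = median of neutral control wells and 100% = pilot-screen positive control compound; some compounds past the cut are filed as inactive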
HIF-2a inh = inhibitors of HIF-2a; actives 0.72% (n = 360,000); 786-0 RCC cells HIF-2a reporter, luciferase luminescence, overnight; AID 624352; inhibition, % at 18.8 µM;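 active = inhibition of the luminescence signal of 40% or more relative to plate controls, in a single-dose primary screen at 18.75 µM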
PDI inh = inhibitors of human protein disulfide isomerase; PDI insulin aggregation turbidity, A650, 90 min; inhibition, % at 10 µM; actives 0.052% (n = 350,000); AID 588391; P07237;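 active = mean inhibition across replicates of 30% or more, whatever share of single replicates reach that level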;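 note: absorbance from insulin aggregation driven by PDI reduction with DTT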
Target sequence (P07237 whole entry, looked up): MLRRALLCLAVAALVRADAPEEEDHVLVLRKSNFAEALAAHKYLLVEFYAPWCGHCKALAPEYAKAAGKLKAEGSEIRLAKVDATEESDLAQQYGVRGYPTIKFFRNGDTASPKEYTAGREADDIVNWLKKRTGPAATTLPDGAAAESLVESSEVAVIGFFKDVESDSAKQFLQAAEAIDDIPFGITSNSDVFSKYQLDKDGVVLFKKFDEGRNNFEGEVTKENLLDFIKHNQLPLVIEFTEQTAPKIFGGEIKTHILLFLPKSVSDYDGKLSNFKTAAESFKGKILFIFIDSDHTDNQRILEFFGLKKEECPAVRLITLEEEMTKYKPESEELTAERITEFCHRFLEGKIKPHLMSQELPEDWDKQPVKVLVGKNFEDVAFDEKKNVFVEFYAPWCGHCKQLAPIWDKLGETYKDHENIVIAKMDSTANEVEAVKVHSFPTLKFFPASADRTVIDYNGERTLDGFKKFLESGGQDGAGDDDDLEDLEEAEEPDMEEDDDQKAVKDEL
m5-HT2A agonist = mouse HTR2A agonism via beta-arrestin recruitment; activation, % at 7.6 µM; P35363; actives 0.66% (n = 360,000); CHO-K1 mHTR2A beta-arrestin complementation, luminescence; percent of 30 µM serotonin response;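 active = activation above a run cutoff, the mean activation of all tested compounds plus 3 SD, cut at about 14% in these data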;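 note: 0% = plate median of compound wells and 100% = 30 µM serotonin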
TRPM1 prom inh = inhibitors of MITF-driven TRPM1 promoter in melanoma cells; SK-MEL-5 TRPM1 promoter luciferase, 24 h; inhibition, % at 12.5 µM; actives 0.83% (n = 330,000); AID 488899;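 active = mean inhibition across replicates of 60% or more, whatever share of single replicates reaches that level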; note: values of inactives mirror those of a sister screen read the other way
CaV13 FRET inh = Disruptors of the CACNA1D IQ motif to Ca2+-dependent inactivation inhibitor domain association, primary screening, Förster resonance energy transfer in intact living …. HEK cells, CFP/YFP FRET ICDI-IQ, plate reader, 10 min; percent FRET-ratio fall versus neutral wells. inhibition, % at 12.3 µM. actives 0.098% (n = 340,000). AID 743397;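 active = mean replicate inhibition of at least 30% and at least 1% of replicates passing that level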;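 note: 0% = median of the neutral control wells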
H9c2 protect = myocardial damage modulation in H9c2 cells. actives 0.63% (n = 360,000). protection from H2O2 cell death, % at 20 µM. H9c2 cardiomyocytes, H2O2 injury protection, ATPLite, 2 h. AID 588492;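 active = compounds giving at least 50% protection of heart cells from peroxide-induced death in the single-dose screen, raw or plate-pattern-corrected value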;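 note: 0% = DMSO wells with peroxide and 100% = DMSO wells without peroxide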
Peg3 promoter = reduces Peg3 promoter-driven luciferase expression in HeLa; HeLa PEG-Prom luciferase reporter, luminescence, overnight; inhibition, % at 20 µM; actives 1.7% (n = 360,000);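 active = inhibition of at least 50% at 20 µM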
An asterisk follows results filed as active; x = no result given. Hits appear at their usual frequency (roughly 3.9% active in at least one column).

molecule	NR2E3 ag-1	NR2E3 ag-2	iPSC survival up	Shn3 3UTR inh	HIF-2a inh	PDI inh	m5-HT2A agonist	TRPM1 prom inh	CaV13 FRET inh	H9c2 protect	Peg3 promoter
CCOc1cc(/C=C2\NC(=S)N(c3c(C)n(C)n(-c4ccccc4)c3=O)C2=O)ccc1O	-4	-9	0.0	-15	18	-3	2	-8	-17	-5	0
CC1CCN(CCNC(=O)C2CCCN(S(=O)(=O)c3cccc4nonc34)C2)CC1 (stereo not drawn)	1	-10	-2.8	2	1	-4	1	-1	-7	-4	-4
NC1=NC(=O)/C(=C/c2cc(Br)c(O)c(Br)c2)S1	-7	29	0.1	-23	10	8	3	-1	-34	1	9
O=C(NCc1ccccc1)C1=C[C@@H](c2ccc3c(c2)OCO3)C[C@@H](OCc2ccc(CO)cc2)O1	0	-15	-3.1	9	-3	0	-2	-1	-6	4	0
Fc1ccc2cc(CCO[C@H]3CCCCO3)ncc2c1	x	-113	-0.4	-5	-74	-7	5	-42	-10	11	-140
CCOC(=O)C(C)N1C(=O)S/C(=C\c2ccc(-c3ccccc3C(=O)O)o2)C1=O (stereo not drawn)	4	-32	2.3	-7	6	1	-6	-16	-6	1	-1
O=S1(=O)CCC(NC(=S)NCCNC(=S)NC2CCS(=O)(=O)C2)C1 (stereo not drawn)	-8	-14	-1.7	18	18	-4	-1	-7	-5	3	12
COc1ccc(C(=O)NCc2nnc(SCC(=O)Nc3cccc(C(F)(F)F)c3)o2)cc1OC	1	-20	-0.1	7	1	2	-3	8	x	-6	2
COc1ccc(S(=O)(=O)NCCC(=O)N2CCCN(C)CC2)cc1	0	-17	-0.4	5	17	-2	12	-5	-2	4	9
O=c1oc(-c2ccccc2NS(=O)(=O)c2ccc3ccccc3c2)nc2ccccc12	4	2	-2.9	1	9	-1	-1	5	-7	0	7
CC1=NN(c2ccc(C)c(C)c2)C(=O)/C1=C/c1ccc2c(c1)n(C)c(=O)n2C	6	24	-1.1	-12	17	-1	-2	-9	-5	9	8
Cc1ccc(C)c(OCC(=O)NNC(=O)c2ccc(NC(=O)C3CC3)cc2)c1	x	-16	-0.2	1	4	4	-5	-7	x	-1	-1
COCCNC(=O)CN(C(=O)Cn1nnc2ccccc21)c1cccc(C)c1C	-2	-10	0.7	9	20	1	1	-6	-1	4	-8
Cc1onc(-c2ccccc2Cl)c1C(=O)OCC(=O)N1CCCc2ccccc21	2	-2	0.2	13	11	4	-4	12	-5	13	31
Cc1ccc(-n2ncc3c2CCCC3NC(=O)CCc2cnn(C)c2)cc1C (stereo not drawn)	-2	-21	-0.5	17	-3	-7	-12	20	x	0	8
Cc1ccc(S(=O)(=O)C2(C(=O)NC3CCCCC3C)CC2)cc1 (stereo not drawn)	1	8	0.2	15	13	6	-2	1	-17	1	10
N#Cc1c(-c2ccco2)cc(-c2ccccc2)[nH]c1=O	7	-12	-0.6	-21	10	5	2	10	-9	3	-4
Cc1cc(SCc2cc(=O)[nH]c3ccccc23)nc2ccccc12	3	-28	-1.5	4	7	16	11	-3	x	-16	-3
CC(C)CC(NC(=O)OC(C)(C)C)C(=O)NC(C(=O)N1CCCC1C(N)=O)C(C)C (stereo not drawn)	3	13	-1.7	4	12	7	-1	-4	-5	8	18
CCOC(=O)c1ccc(NC(=O)COc2cc(=O)n(CC)c3ccccc23)cc1	-1	-1	-0.2	10	3	x	8	-6	-2	9	-12
CCc1n[nH]c(=S)n1/N=C/c1c[nH]c2ccc(Br)cc12	-1	20	-0.8	-4	30	-1	-2	-1	-18	-8	29
O=C1C2CC=C(Cl)CC2C(=O)N1CN(Cc1ccco1)CN1C(=O)C2CC=C(Cl)CC2C1=O (stereo not drawn)	1	-4	-2.1	-14	11	12	1	2	-5	8	-3
COc1cc(NS(=O)(=O)c2ccc(Cl)cc2)c(C(=O)O)cc1OC	1	4	-1.1	-1	7	23	0	7	-16	4	8
COc1ccc(CCC(=O)Nc2ccc(OC)c(S(=O)(=O)N3CCCCC3)c2)cc1OC	1	-24	-0.2	41	6	-1	-2	2	-4	-4	3
COCC1CCCCN1C(=O)c1ccc2oc(CCCc3ccccc3)nc2c1 (stereo not drawn)	-1	-6	-0.5	-6	-124	4	-11	-1	x	3	-77
Nc1nc(SCCO)[nH]c(=O)c1NC(=O)c1ccco1	-2	13	0.5	-13	6	-5	-7	-9	-7	14	4
Cc1[nH]c2ccccc2c1/C=N/Nc1nc(N2CCCCC2)nc(N2CCCCC2)n1	-2	10	2.1	-13	-32	-12	-5	-10	-3	7	24
CCCN(CC(=O)Nc1c(C)cccc1CC)C(=O)SCC	3	-8	-4.4	-1	9	-10	5	-6	-7	3	6
CCOc1ccc(NC(=O)C(c2ccccn2)N(C(=O)CCl)c2ccc(F)cc2)cc1 (stereo not drawn)	-1	-33	-1.3	-36	-45	-8	1	3	x	-1	-9
CCc1cc(C(=O)N=Nc2c(O)[nH]c3ccc([N+](=O)[O-])cc23)c2ccccc2n1	2	-24	-2.6	-8	9	-8	2	14	-3	-8	30

The results go on.
molecule	NR2E3 ag-1	NR2E3 ag-2	iPSC survival up	Shn3 3UTR inh	HIF-2a inh	PDI inh	m5-HT2A agonist	TRPM1 prom inh	CaV13 FRET inh	H9c2 protect	Peg3 promoter
Cc1cc(Cn2ccnc2)c(C)cc1Cn1ccnc1	1	-12	-0.9	-12	-23	-4	4	6	-7	8	-2
COc1ccc(O)c(/C=N/c2nc3ccccc3n2C)c1	-1	14	0.2	9	-11	3	0	-16	-5	12	43
O=C(C1CCCN(S(=O)(=O)c2cnc[nH]2)C1)N(CCc1ccccc1)Cc1ccccc1 (stereo not drawn)	2	-21	-0.7	4	-3	-1	14	-18	1	4	4
COc1ccc(-c2c(C#N)c(N)nc3c2CCCC3)cc1OC	2	11	1.7	21	15	-3	2	-2	-9	-4	22
O=C(CCCC(=O)OCC(F)(F)C(F)F)Nc1nccs1	5	-4	-1.5	-16	23	-17	0	2	x	12	0
N=C1C(c2nc3ccccc3s2)=C(O)CN1NC(=O)c1c[nH]c2ccccc12	0	-1	-3.8	-6	12	-11	-4	7	-2	-4	15
O=Cc1ccc(-n2cc(C=O)c3ccccc32)cc1	4	1	-0.9	-5	15	1	3	-2	-6	24	7
CC(=O)Nc1cccc(Oc2nc(-c3ccccn3)nc3ccccc23)c1	-1	-58	-0.6	-19	-115	-3	4	-102	-5	-3	-5
O=c1oc2ccccc2cc1-c1csc(Cc2nc(-c3ccc(Cl)cc3)cs2)n1	2	-13	2.9	50	-6	-3	-5	5	-2	-13	-23
CCn1c(CNC(=O)COc2ccc(C(C)C)cc2)nnc1SCC(=O)Nc1cc(F)ccc1C	4	-11	-3.5	24	-9	-1	-1	-4	x	-9	9
NC(=O)c1cc(N2C(=O)C=CC2=O)ccc1Cl	3	-1	4.2	94*	-1	6	0	3	x	0	30
C=CCNC(=S)NNC(=O)c1cc(-c2cccnc2)nc2ccccc12	x	-6	-0.3	-19	-12	5	-4	10	x	-3	-6
O=C(CN1CCC(O)(c2ccc(F)cc2)CC1)NCc1ccc(F)cc1	4	-14	2.1	3	14	2	-5	4	x	-3	1
Cc1cc2c(cc1C)N(CC(=O)N1CCCC1)C(=O)CC(c1ccccc1)=N2	-1	-37	4.1	-47	-150	-4	2	-33	-4	8	-62
Oc1ccc(Cl)cc1C1=NNC(c2cccs2)C1 (stereo not drawn)	-1	-67	1.2	-36	-136	-3	-3	15	-16	0	-121
COc1ccc(CNC(=S)NCc2ccc(OC)cc2)cc1	-2	-3	0.2	-11	-15	2	0	0	4	0	-8
CN1CCCC(C)(C(=O)Nc2ccc3scnc3c2)C1 (stereo not drawn)	x	-13	-1.1	7	8	-2	-2	x	-4	9	4
CSc1sc(-c2ccnc(SCC(=O)C(C)(C)C)n2)c2c1C(=O)CC(C)(C)C2	-5	-3	1.1	8	15	-4	4	-15	-8	9	5
CCOC(=O)C1=C(O)/C(=C\c2ccc(CNS(=O)(=O)c3ccc(Br)cc3)o2)N=C1C	2	-9	2.3	13	10	9	-3	1	-5	10	8
CCOC(=O)C1=C(Cn2cnc3ccccc32)NC(=O)NC1c1ccc(Cl)cc1 (stereo not drawn)	1	-1	0.3	-3	12	-4	8	-5	-7	-11	19
CC(C)c1ccc(NC2CCCN(C(=O)CCN3CCCC3=O)C2)cc1 (stereo not drawn)	1	19	-0.2	7	-9	-4	7	1	-4	-1	5
Cc1ccc(C(=O)O)cc1NC(=S)NC(=O)c1ccc(-c2ccc(Cl)cc2)o1	2	-31	-0.7	-4	5	1	1	-8	2	-9	8
CC1CCc2sc(C(=O)N/N=C/c3ccc([N+](=O)[O-])cc3)cc2C1 (stereo not drawn)	0	-17	3.9	12	16	-18	-2	-6	-5	-5	19
Cc1cccc(C2C3=C(CCCC3=O)N=C3c4ccccc4C(=O)C32)c1 (stereo not drawn)	-5	-3	-0.3	13	36	-2	-8	13	6	3	41
CC1=CN2C(=N)/C(=C/c3cn(CCCOc4ccccc4C)c4ccccc34)C(=O)N=C2S1	-3	-91	-0.6	6	-153	11	1	-13	-5	-1	-62
CC(C)c1cc(C(F)(F)F)n2nc(C(=O)Nc3ccc(-n4cnnn4)cc3)cc2n1	-1	-9	-0.7	-17	6	0	1	-14	-7	4	2
O=c1[nH]cccc1-c1nc2ccccc2n1Cc1ccc(Cl)cc1	5	-15	1.9	1	21	-12	-7	5	-4	10	10
Cc1cc(C)n(CCc2nc3c4ccccc4n(CC#N)c(=O)n3n2)n1	0	11	1.2	3	4	0	0	6	-4	7	10
COC1(OC)C=CC(=O)C=C1NC(=O)c1ccccc1OC(C)=O	3	-9	-3.4	26	-2	-3	-11	31	-4	-3	50*
CC(C)C(=O)Nc1nnc(SCC(=O)Nc2ccc3c(c2)OCCO3)s1	10	3	-0.2	12	14	3	8	-5	-2	7	-3
Cc1c(NC(=O)C2CCCNC2=O)c(=O)n(-c2ccccc2)n1C (stereo not drawn)	0	16	0.8	9	16	-6	2	-2	x	-5	4
S=C(NCc1ccccc1)N1CCn2cccc2C1c1cccnc1 (stereo not drawn)	x	12	-0.6	2	10	2	0	10	0	2	18
COc1ccc(NC(=O)c2n[nH]c(=O)c3ccccc23)cc1S(=O)(=O)N1CCCCC1	2	-5	-1.7	42	18	5	1	14	-4	-2	31

Profiles as entered above:
O=c1oc2ccccc2cc1-c1csc(Cc2nc(-c3ccc(Cl)cc3)cs2)n1 across the screens: NR2E3 ag-1: 2; NR2E3 ag-2: -13; iPSC survival up: 2.9; Shn3 3UTR inh: 50; HIF-2a inh: -6; PDI inh: -3; m5-HT2A agonist: -5; TRPM1 prom inh: 5; CaV13 FRET inh: -2; H9c2 protect: -13; Peg3 promoter: -23
C=CCNC(=S)NNC(=O)c1cc(-c2cccnc2)nc2ccccc12 across the screens: NR2E3 ag-1: x; NR2E3 ag-2: -6; iPSC survival up: -0.3; Shn3 3UTR inh: -19; HIF-2a inh: -12; PDI inh: 5; m5-HT2A agonist: -4; TRPM1 prom inh: 10; CaV13 FRET inh: x; H9c2 protect: -3; Peg3 promoter: -6
